Compound activity as filed in PubChem BioAssay.
M4 antag: blocks acetylcholine activation of human M4 receptor. P08173. CHO-hM4 cells, ACh EC80, Fluo-8 calcium fluorescence. inhibition, % at 3 µM. 0.73% of 360,000 active. AID 624125;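 active means inhibition above its plate's cutoff, the mean inhibition of sample wells plus 3 SD, cut at about 27% in these data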;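 further: 0% = acetylcholine EC80 with DMSO and 100% = DMSO without agonist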
Target sequence (P08173 whole entry, looked up): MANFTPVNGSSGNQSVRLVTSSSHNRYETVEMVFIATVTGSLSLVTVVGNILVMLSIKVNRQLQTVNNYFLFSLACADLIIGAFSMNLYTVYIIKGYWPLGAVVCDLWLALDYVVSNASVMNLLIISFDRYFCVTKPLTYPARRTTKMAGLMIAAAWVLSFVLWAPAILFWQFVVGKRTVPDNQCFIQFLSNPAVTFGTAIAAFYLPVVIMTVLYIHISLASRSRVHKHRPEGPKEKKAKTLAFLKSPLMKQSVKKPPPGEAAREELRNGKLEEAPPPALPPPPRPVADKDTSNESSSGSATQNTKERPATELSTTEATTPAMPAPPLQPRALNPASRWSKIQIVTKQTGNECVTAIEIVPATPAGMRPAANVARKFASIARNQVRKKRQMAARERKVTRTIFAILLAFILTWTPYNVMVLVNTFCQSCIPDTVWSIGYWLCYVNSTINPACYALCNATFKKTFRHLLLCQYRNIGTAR
CHRM4 agonist: CHRM4 agonism in calcium assay. P08173. CHO-K1 hM4/Gqi5, Fluo-8 calcium fluorescence; vehicle 0%, full acetylcholine response 100%. activation, % at 3 µM. 0.14% of 360,000 active. AID 624127;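 active means activation above the run mean over all test wells plus 3 SD, cut at about 32% in these data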;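 further: peak over basal fluorescence ratio per well then scaled between controls; 0% = DMSO wells and 100% = acetylcholine at EC100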
M1 antag: human CHRM1 antagonism; CHO-K1 hM1, Fluo-8 calcium fluorescence, ACh EC80 antagonist; 1.3% of 360,000 active; inhibition, % at 3 µM; P11229; AID 588852;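 active means percent inhibition above its own plate's cutoff, namely the mean of that plate's compound wells plus 3 SD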;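 further: peak over basal fluorescence ratio during 140 s after agonist addition; 0% = ACh EC80 plus DMSO and 100% = DMSO alone without agonist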
CRFBP-R2 agonist: CRF-BP/CRF-R2 complex agonism. 0.46% of 350,000 active. HEK293 CRF-R2/CRF-BP, calcium dye fluorescence (FLIPR); percent of saturating CRF peptide response. activation, % at 13.2 µM. AID 588473;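 active means activation of at least 50%, plus an integration ratio under a set limit after plate pattern correction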;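 further: plate controls were neutral control wells without compound for no effect and CRF at EC100 for full effect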
M4 PAM: CHRM4 positive allosteric modulation; P08173; CHO-K1 hM4/Gqi5, Fluo-8 calcium fluorescence, ACh EC20; 0% = ACh EC20, 100% = maximal ACh; activation, % at 3 µM; 0.4% of 360,000 active; AID 624126;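 active means activation above its plate's cutoff, the mean activation of sample wells plus 3 SD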; further: some results filed as inactive read as strong as hits
M5 PAM: positive allosteric modulators of human muscarinic M5 receptor; CHO-K1 hM5, Fluo-8 calcium, ACh EC20 PAM; 0% = ACh EC20, 100% = ACh EC100; activation, % at 3 µM; 0.3% of 360,000 active; AID 624038;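 active means activation above the run cutoff, the mean activation of all test compounds plus 3 SD, cut at about 18% in these data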
Target sequence (P08912 whole entry, looked up): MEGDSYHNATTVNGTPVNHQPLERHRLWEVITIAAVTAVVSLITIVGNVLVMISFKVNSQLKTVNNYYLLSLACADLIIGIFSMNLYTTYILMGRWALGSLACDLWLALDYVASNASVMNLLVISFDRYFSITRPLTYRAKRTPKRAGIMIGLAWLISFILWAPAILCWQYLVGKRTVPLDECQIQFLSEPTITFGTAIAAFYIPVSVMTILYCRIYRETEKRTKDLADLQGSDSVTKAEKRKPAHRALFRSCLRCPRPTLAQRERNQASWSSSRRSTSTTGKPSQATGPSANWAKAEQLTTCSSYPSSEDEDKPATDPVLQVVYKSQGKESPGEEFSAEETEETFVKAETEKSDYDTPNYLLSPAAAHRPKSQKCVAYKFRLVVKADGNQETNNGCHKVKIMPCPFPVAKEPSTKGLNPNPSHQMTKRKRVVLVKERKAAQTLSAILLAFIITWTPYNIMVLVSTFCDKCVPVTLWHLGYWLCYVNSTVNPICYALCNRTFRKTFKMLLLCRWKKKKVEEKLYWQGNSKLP
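Assay system: CHO-K1 hM5 cells. Also added: acetylcholine at EC20 concentration, added after compound. Dosing: 3 µM, single dose. Times: compound preincubation 140 s before EC20 acetylcholine addition. Signal: Fluo-8 calcium fluorescence. Measure: % activation relative to EC20 and EC100 ACh responses. Repeats: singlicate, one well per test compound.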
CHRM5 agonist: CHRM5 agonism in calcium assay; 0.19% of 360,000 active; CHO-K1 hM5 cells, Fluo-8 calcium fluorescence; 0% DMSO wells, 100% maximal acetylcholine response; P08912; activation, % at 3 µM; AID 624037;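 active means activation above the run's mean over test compounds plus 3 SD, cut at about 23% in these data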;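 further: signal is peak over basal fluorescence ratio across the kinetic read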
CHRM5 antagonist: CHRM5 antagonism in calcium assay | P08912 | CHO-hM5 cells, Fluo-8 calcium fluorescence, ACh EC80 | inhibition, % at 3 µM | 0.59% of 360,000 active;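 active means inhibition above a per-plate cutoff, the mean of that plate's test compounds plus 3 SD, cut at about 27% in these data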;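 further: 0% = acetylcholine EC80 with DMSO and 100% = DMSO without agonist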
M1 PAM: positive allosteric modulators of human M1 muscarinic receptor; P11229; CHO-K1 hM1, Fluo-8 calcium fluorescence, ACh EC20; 0% = ACh EC20, 100% = maximal ACh; activation, % at 3 µM; 0.088% of 360,000 active; AID 588819; in the data active means activation above about 19%, passing the limit was not always enough
The depositor's hits bear a star; . = no result given. Random draw from the library. Share with any hit: about 2.8%.

SMILES	M4 antag	CHRM4 agonist	M1 antag	CRFBP-R2 agonist	M4 PAM	M5 PAM	CHRM5 agonist	CHRM5 antagonist	M1 PAM
CCCn1nnnc1NCc1ccccc1OCc1ccc(F)cc1	-10.0	6.3	-18.9	-1.3	2.7	-8.6	-4.1	-3.7	13.1
Cc1cnccc1CNC(=O)CC1C(=O)NCCN1CC(C)(C)C (stereo not given)	0.1	0.3	-2.4	3.9	-2.9	3.6	1.2	-4.9	4.1
CCOC(=O)C1CCN(c2c(C(=O)c3ccccc3)cnc3ccc(CC)cc23)CC1	2.2	-1.4	-2.3	4.6	1.5	-1.2	0.9	-4.8	-0.6
COc1ccc(Cl)cc1NC(=O)CSc1nnc(Cc2ccc(C)cc2)c(=O)[nH]1	-7.7	0.5	7.0	-1.6	-2.9	-4.0	2.8	2.9	-0.4
CC(=O)c1c(C)oc2ccc(N(C(C)=O)S(=O)(=O)c3cccc([N+](=O)[O-])c3)cc12	-13.8	2.1	-0.3	0.6	-0.9	3.3	-1.0	-7.1	1.9
O=C(COc1ccccc1)NCC(=O)N1CCCC1	0.5	0.8	-7.8	0.5	-5.0	7.7	-2.5	8.4	15.9
C[C@@H]1CN([C@H](C)CO)C(=O)CCCn2nncc2CO[C@H]1CN(C)C(=O)NC1CCCCC1	-6.8	-0.4	-3.4	-2.0	3.5	1.5	1.2	-14.9	2.7
CCN(Cc1ccc(Cl)s1)C(=O)c1cccc(OCc2c(C)noc2C)c1	0.7	8.2	6.4	-2.2	-2.2	-9.3	-3.8	6.9	-6.3
CC1CN(c2nc(-c3ccccc3)nc3ccccc23)CC(C)O1 (stereo not given)	-9.2	1.4	-29.6	-0.5	4.7	3.3	1.5	-7.7	3.2
CCSc1nc2c(c(=O)[nH]c(=O)n2C)n1CC(O)COc1ccccc1C (stereo not given)	0.8	8.6	8.2	1.1	-8.4	-8.3	0.8	7.8	-10.1
COc1cccc(/C=N/n2c(-c3cc(C)[nH]n3)n[nH]c2=S)c1	-5.5	1.0	-6.0	-1.5	6.1	10.1	2.7	-8.8	1.9
COc1ccc(S(=O)(=O)N2CCOCC2)cc1NC(=O)CSc1nnnn1C1CC1	-0.2	0.4	2.4	0.1	3.5	-9.1	2.9	6.8	-0.1
O=C(CCc1c[nH]c2ccccc12)NCCc1ccc2c(c1)OCCO2	13.7	2.7	5.8	0.7	-7.3	1.0	-2.4	7.5	-0.5
C=CCc1ccccc1OCCNCc1ccccc1	-5.2	4.3	-5.4	-0.2	-5.2	1.6	-4.2	-1.9	-1.4
CN(Cc1ccc(Cl)cc1)C(c1cc2ccccc2o1)c1nnnn1C(C)(C)C (stereo not given)	-6.5	-0.3	.	.	-6.7	-15.6	2.1	4.4	.
C/C(=N\NC(=O)C(=O)Nc1c(C)n(C)n(-c2ccccc2)c1=O)c1ccncc1	-1.5	-0.3	-8.5	-0.9	5.0	9.3	2.5	-2.5	12.6
CC1CN(S(=O)(=O)c2cccc(C(=O)N(C)C3CCN(C)CC3)c2)CC(C)O1 (stereo not given)	-14.0	1.0	-1.4	0.8	11.3	-1.5	2.8	7.3	2.5
O=[N+]([O-])c1cccnc1Sc1ccc(Cl)cc1	0.0	-2.3	-1.2	-2.9	-5.0	-4.8	-8.6	-1.0	-2.7
COc1ccccc1N1CCN(C(=O)CSc2nc(C)c(C)c(=O)[nH]2)CC1	-6.7	0.8	2.3	3.9	0.2	-0.8	-3.8	-3.4	1.3
CC1CC(C)CN(CCOc2cccc(Cl)c2Cl)C1 (stereo not given)	8.2	4.1	10.5	0.3	-7.8	-4.1	-2.2	7.0	-11.8
COc1ccc(NC(=O)CN(C)C(=O)c2ccc(S(=O)(=O)Nc3ccccc3C)cc2)cc1	-6.5	1.9	-1.8	-1.2	1.6	7.7	-0.5	-14.4	2.2
Cc1ccc(NC(=O)C(NC2CCCC2)c2ccccc2)cc1Cl (stereo not given)	-12.2	0.2	2.9	3.9	-3.1	2.6	-5.4	-6.8	-7.6
CCCCc1cc(=O)oc2cc(C)cc(OC(C)C(=O)NCc3cccnc3)c12 (stereo not given)	2.6	4.4	-5.3	-2.7	-4.0	-3.1	-2.3	1.2	1.7
O=S(=O)(NC1CC2CCC1C2)c1ccc(Br)s1 (stereo not given)	-7.5	1.2	-29.0	0.7	1.3	3.2	-1.4	-9.2	3.9
CCC(CC)NC(=O)Nc1cccc(C)c1C	-5.9	0.6	-2.0	-2.0	-3.8	0.7	-0.1	1.5	0.0

(next part)
SMILES	M4 antag	CHRM4 agonist	M1 antag	CRFBP-R2 agonist	M4 PAM	M5 PAM	CHRM5 agonist	CHRM5 antagonist	M1 PAM
COc1ccc(CNC(=O)OCCN2CCN(S(=O)(=O)c3ccc(C)cc3)CCC2=O)cc1	8.1	2.7	10.7	-1.6	-2.3	-5.1	-4.5	18.6	5.3
CCOC(=O)c1sc(N(Cc2ccccc2)C(=O)COC(=O)c2cnccn2)nc1C	4.2	16.5	4.4	0.8	-1.7	-5.9	3.7	-8.9	4.3
O=[N+]([O-])c1cccc2c3c([nH]c12)CCCC3	-10.7	3.8	-12.9	0.2	-4.9	1.8	-0.1	-1.2	7.3
Cc1ccc(OCCOC(=O)c2nc3nccc(C)n3n2)cc1	8.9	2.2	-5.7	-0.9	-3.9	-6.2	-0.1	10.5	7.8
O=C(CSCc1ccc(F)cc1)NC1CCCC1	1.7	0.1	-6.3	-0.3	2.5	-2.5	-3.5	6.2	-0.6
CN(C)c1ccc(-c2noc(C3CCN(S(=O)(=O)c4cccc(C(=O)O)c4)CC3)n2)cc1	3.1	1.6	1.1	0.8	-7.3	-4.5	4.7	5.5	-3.1
Nc1nnn(Cc2ccccc2)n1	2.9	0.3	-5.6	-2.8	-1.0	1.4	-3.9	0.5	8.7
CN1CCc2c(sc3c2c(=O)n(-c2cccc(Cl)c2)c2nncn32)C1	3.5	0.6	1.6	5.1	11.8	2.6	-3.1	-5.8	6.9
Cc1[nH]c(C(=O)O)c(C)c1C(=O)OC(C)C	13.2	0.6	3.5	-0.2	9.0	1.6	-3.2	7.6	1.3
COc1ccc2c(c1)cc1n2CCN=C1NCCO	6.8	-0.4	-6.5	1.4	3.3	-5.5	1.2	7.4	5.4
OCCSc1c(F)c(SCCO)c(SCCO)c(F)c1SCCO	5.5	0.6	-5.5	5.4	9.5	-7.5	-0.5	2.1	-1.9
Cc1cccc(C)c1NC(=O)C1(NC(=O)c2cnccn2)CCCCC1	-3.1	-0.5	2.2	3.2	5.7	-2.5	0.3	-2.4	0.8
CN(C(=O)c1ccc(NC(=O)Cc2ccc(NC(=O)C3CCN(C(=O)C4CCCC4)CC3)cc2)cc1)C1CCCC1	-12.7	0.2	-10.7	2.9	4.4	-2.5	-0.2	1.6	5.5
Cn1cccc1CNC1CCCC1	-3.2	1.7	9.7	4.0	0.1	-1.7	0.9	-0.7	-1.6
Cn1c(-c2c(N)n(C3CCCC3)c3nc4ccccc4nc23)nc2ccccc21	-4.3	0.1	17.8	27.2	-3.3	2.5	-1.8	3.2	-6.2
Clc1ccccc1-c1nnc2n1CCCCC2	1.0	0.2	-20.2	-0.6	-4.7	4.3	-4.5	-2.7	17.6
N#CCSCC(=O)Nc1ccc(F)cc1	-3.7	0.8	-7.9	2.5	5.2	2.2	3.3	-1.9	7.6
CN(Cc1ccccc1)C(=O)CN1C(=O)NC2(CCCCCCC2)C1=O	-11.2	1.3	0.5	-4.1	10.1	13.8	4.3	-4.8	4.0
CCCOc1ccccc1C1NC(=O)NC(C)=C1C(=O)OCCOCC (stereo not given)	-5.2	0.6	-14.0	5.4	4.8	-7.5	-1.3	-0.7	12.5
Cc1ccc(NC(=S)NNS(=O)(=O)c2ccc3ccccc3c2)cc1Cl	-3.2	1.6	-2.5	-1.2	-2.0	3.3	-1.4	-4.7	6.0
COc1cccc(/C(=N/O)C2CC2c2ccc(Cl)cc2)c1 (stereo not given)	-2.6	0.0	-6.7	0.7	-1.1	-3.5	-1.8	6.4	6.3
COCc1[nH]nc2c1C(c1cccc(OC)c1)C(C#N)=C(N)O2 (stereo not given)	-15.0	0.8	-16.7	3.5	5.5	4.4	-2.1	-2.7	11.7
O=C(c1ccccc1)c1cccc(C(=O)c2ccccc2)c1	8.1	-1.0	11.3	-1.2	1.9	-8.0	0.0	7.9	-5.6
CCOc1ccc(NC(=O)c2ccccc2C(=O)c2ccccc2)cc1OCC	12.5	-0.7	-17.6	-2.0	-10.7	1.2	-2.1	-1.7	8.2
Cc1c(-n2c(-c3ccccc3)nc3ccccc3c2=O)c(=O)n(-c2ccccc2)n1C	-5.1	0.7	5.7	2.0	-4.0	8.5	1.5	-7.8	-3.1

Carrying on:
SMILES	M4 antag	CHRM4 agonist	M1 antag	CRFBP-R2 agonist	M4 PAM	M5 PAM	CHRM5 agonist	CHRM5 antagonist	M1 PAM
COc1ccc(CCNC(=O)c2ccc(C)s2)cc1OC	-5.0	4.0	-11.5	0.8	-2.4	-0.7	2.0	4.5	11.9
O=C(COc1ccc(F)cc1Cl)Nc1cccc(S(=O)(=O)N2CCCC2)c1	-8.9	15.4	8.4	0.4	-0.9	-13.0	-3.5	-0.1	-1.9
O=C(CCc1nc2ccccc2[nH]1)Nc1ccc2c(c1)OCCO2	-11.6	4.3	-1.4	-2.8	0.3	2.1	1.0	-9.3	3.3
COCCCn1c(SCC(=O)Nc2oc(C)c3c(C)n[nH]c(=O)c23)nc2sc3c(c2c1=O)CCC3	-7.2	0.3	-22.2	-1.5	-1.7	-2.0	-1.7	6.9	7.6
CC1=Nc2ccccc2N=C(NC(=O)CN2CCN(c3ccc(F)cc3)CC2)C1c1ccccc1 (stereo not given)	-5.2	0.2	-3.8	0.4	2.2	0.7	-1.7	2.6	-0.2
CC(C)OC(=O)c1sc2nc3c(cc2c1N)C(=O)CCC3	0.4	0.1	-7.2	1.1	-3.7	-1.7	-0.4	-1.0	4.8
CCCN1CCN(C(=O)CCS(=O)(=O)c2cc3c(cc2Cl)NC(=O)CO3)CC1	1.6	0.3	13.0	-1.9	-0.3	-4.9	0.9	4.1	-9.9
O=c1[nH]c2c(oc3ccccc32)c(=O)n1Cc1ccccc1	-2.5	0.2	-10.7	4.2	0.6	-2.5	-0.6	5.4	4.2
CCOc1ccccc1NC(=O)C1C(c2ccccc2)C1(Cl)Cl (stereo not given)	-14.5	-2.0	-6.9	-1.0	-0.5	-0.1	-3.1	-0.2	-0.1
CC1CCCN(S(=O)(=O)c2cccc(C(=O)NCC3CCCO3)c2)C1 (stereo not given)	0.5	1.3	-16.6	-0.3	-2.5	-9.3	-0.9	17.2	5.1

As a short view, part of the list above:
SMILES	M4 antag	CHRM4 agonist	M1 antag	CRFBP-R2 agonist	M4 PAM	M5 PAM	CHRM5 agonist	CHRM5 antagonist	M1 PAM
COc1ccc(CCNC(=O)c2ccc(C)s2)cc1OC	-5.0	4.0	-11.5	0.8	-2.4	-0.7	2.0	4.5	11.9
O=C(COc1ccc(F)cc1Cl)Nc1cccc(S(=O)(=O)N2CCCC2)c1	-8.9	15.4	8.4	0.4	-0.9	-13.0	-3.5	-0.1	-1.9
O=C(CCc1nc2ccccc2[nH]1)Nc1ccc2c(c1)OCCO2	-11.6	4.3	-1.4	-2.8	0.3	2.1	1.0	-9.3	3.3
COCCCn1c(SCC(=O)Nc2oc(C)c3c(C)n[nH]c(=O)c23)nc2sc3c(c2c1=O)CCC3	-7.2	0.3	-22.2	-1.5	-1.7	-2.0	-1.7	6.9	7.6
CC1=Nc2ccccc2N=C(NC(=O)CN2CCN(c3ccc(F)cc3)CC2)C1c1ccccc1 (stereo not given)	-5.2	0.2	-3.8	0.4	2.2	0.7	-1.7	2.6	-0.2
